AP complement: alternative pathway complement inhibition, orthogonal assay; Human serum alternative complement pathway, LPS-coated ELISA, C3 deposition; tested in compound mixtures; inhibition, % at 5 µM; 62,000 tested, 0.08% active; AID 1235;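 active = inhibition above 30% in each of the two pooled mixtures holding the compound, so the lower value exceeds 30%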;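 note: 0% = serum in Mg-EGTA without compound and 100% = EDTA serum blank; some compounds past the cut are filed as inactive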
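Test system – human serum alternative complement pathway, C3 deposition on LPS-coated wells · Buffer or medium – diluted human serum in Mg2+-EGTA GVB++ · Compound dosing – 5 µM each compound, pools of ten, 50 µM per pool · Schedule – 1 h serum-compound exposure at 37 °C · Measured by – Anti-C3 ELISA, OD 450 nm · Read-out basis – percent inhibition of C3 deposition onto LPS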
CatS block: blocks human cathepsin S protease activity; P25774; recombinant cathepsin S, AMC dipeptide fluorescence, pooled mixtures; inhibition, %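 (tested at 5 µM per compound within 10-compound mixtures)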; 62,000 tested, 0.06% active; AID 501; in the data active = inhibition above about 32%, passing the limit was not always enough;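 note: 0% = enzyme without compound and 100% = blank without enzyme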
Target sequence (P25774 115-331 limits assumed): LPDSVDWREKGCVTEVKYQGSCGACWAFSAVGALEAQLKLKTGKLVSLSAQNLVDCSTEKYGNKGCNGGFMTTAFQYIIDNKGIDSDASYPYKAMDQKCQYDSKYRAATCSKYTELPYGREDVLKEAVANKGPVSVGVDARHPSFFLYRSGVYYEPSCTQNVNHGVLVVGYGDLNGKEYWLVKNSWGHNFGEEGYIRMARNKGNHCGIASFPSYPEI
FXIIa inh mix: factor XIIa (human) inhibition, mixture screen | P00748 | purified FXIIa, fluorogenic substrate, pooled mixtures | inhibition, % at 5 µM | 62,000 tested, 0.2% active | AID 684;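 note: 0% = enzyme without compound and 100% = no enzyme blank; some results filed as inactive read as strong as hits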
Target sequence (P00748 20-372 limits assumed): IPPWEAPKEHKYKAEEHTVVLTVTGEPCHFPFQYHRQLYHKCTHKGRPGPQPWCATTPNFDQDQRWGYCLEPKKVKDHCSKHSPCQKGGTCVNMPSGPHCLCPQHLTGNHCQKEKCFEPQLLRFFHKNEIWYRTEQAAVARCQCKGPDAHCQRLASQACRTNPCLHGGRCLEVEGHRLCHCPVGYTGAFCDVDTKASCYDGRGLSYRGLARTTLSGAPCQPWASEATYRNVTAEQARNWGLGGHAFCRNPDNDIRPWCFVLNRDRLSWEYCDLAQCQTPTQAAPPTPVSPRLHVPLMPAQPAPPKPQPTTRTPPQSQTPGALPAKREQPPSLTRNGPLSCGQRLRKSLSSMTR
Target sequence (P00748 373-615 limits assumed): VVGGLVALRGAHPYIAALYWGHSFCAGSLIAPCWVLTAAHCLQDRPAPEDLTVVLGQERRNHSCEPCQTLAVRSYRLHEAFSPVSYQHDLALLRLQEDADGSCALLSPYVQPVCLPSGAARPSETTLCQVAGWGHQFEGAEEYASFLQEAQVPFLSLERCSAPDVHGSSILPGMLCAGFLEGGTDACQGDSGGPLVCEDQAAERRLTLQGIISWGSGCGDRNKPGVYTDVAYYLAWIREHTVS
FXIa mix inh: factor XIa (human) inhibition, mixture screen; P03951; purified FXIa, fluorogenic substrate, pooled mixtures; inhibition, % at 5 µM; 62,000 tested, 0.19% active; AID 680;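 note: each value is inhibition by a whole ten-compound pool holding the compound; 0% = enzyme with no mixture and 100% = wells lacking enzyme; strong numbers were not always called active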
CatB mixtures: human cathepsin B inhibition by mixtures; P07858; Purified cathepsin B, AMC dipeptide fluorescence, compound mixtures; inhibition, %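 (ten-compound pools at 5 µM per compound and 50 µM total)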; 62,000 tested, 0.06% active; in the data active = inhibition above about 22%, passing the limit was not always enough;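 note: 0% = enzyme without compound and 100% = no enzyme blank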
CatL block: inhibitors of human cathepsin L | P07711 | purified cathepsin L, fluorogenic substrate, fluorescence | inhibition, %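 (tested at 10 µM)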 | 58,000 tested, 0.17% active | AID 460; in the data active = inhibition above about 45%;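 note: 0% = enzyme with no compound and 100% = no enzyme blank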
C1s block: blocks human complement C1s protease activity | purified C1s, fluorogenic AMC substrate, pooled mixtures | AID 538 | 62,000 tested, 0.16% active | P09871 | mean inhibition % of two 10-compound mixtures (hits give high values), % at 5 µM (by protocol);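 active = inhibition above 20% in each of the two 10-compound mixture wells holding the compound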;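 note: 0% = enzyme wells lacking compound mixture and 100% = no-enzyme blank wells; some compounds called inactive have numbers as strong as hits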
CatB block: human cathepsin B inhibition; 63,000 tested, 0.1% active; purified cathepsin B, fluorogenic substrate, fluorescence; P07858; AID 453; inhibition, %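 (tested at 10 µM)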; in the data active = inhibition above about 21%;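 note: 0% = enzyme with no compound and 100% = no enzyme blank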
Cathepsin G inh: inhibitors of human cathepsin G; P08311; purified enzyme, AMC-tetrapeptide fluorescence, pooled mixtures; inhibition, % at 5 µM (by protocol); 62,000 tested, 0.2% active; AID 581;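 active = inhibition above 20% in each of the two mixture wells holding the compound; inactive = inhibition of 20% or less in either well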;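 note: 0% = enzyme control without mixture and 100% = blank lacking enzyme; strong numbers were not always called active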
Target sequence (P08311 21-244 limits assumed): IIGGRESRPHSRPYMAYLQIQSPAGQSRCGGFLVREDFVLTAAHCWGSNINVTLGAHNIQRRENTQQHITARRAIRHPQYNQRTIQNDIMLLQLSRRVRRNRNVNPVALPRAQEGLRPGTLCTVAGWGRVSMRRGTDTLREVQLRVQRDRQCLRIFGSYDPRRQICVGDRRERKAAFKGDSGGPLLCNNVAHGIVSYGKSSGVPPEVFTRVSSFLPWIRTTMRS
Active calls of the source: *; · = no result given. Cut-off read from the data, not from the text of the source, unless noted: active = inhibition above about 20% (passing the limit was not always enough); inactive = the rest. These rows are one share of the data; the hit share may differ from the screen's.

SMILES	AP complement	CatS block	FXIIa inh mix	FXIa mix inh	CatB mixtures	CatL block	C1s block	CatB block	Cathepsin G inh
O=C(NCC(c1cccnc1)N1CCN(c2ccc(F)cc2)CC1)C1CCCCC1 (centres undefined)	12	0	9	7	-4	23	-57	3	-2
CC(C)[C@H](NC(=O)NC1CCCc2ccccc21)C(=O)O (some centres undefined)	5	-4	3	-2	-3	15	-4	2	11
CC1=C(C#N)C(NC(=O)C2CC2)(C(F)(F)F)C(=O)N1 (centres undefined)	9	0	0	6	0	-1	3	0	2
O=C(NCC(c1cccnc1)N1CCN(c2ccccc2F)CC1)OCc1ccccc1 (centres undefined)	4	15	-16	2	3	21	13	4	11
COc1cc(C(c2sc3nc(C)nn3c2O)N2CCOCC2)cc(OC)c1OC (centres undefined)	10	-7	7	-3	-2	-2	-43	3	-6
CC(C)c1ccc(OCc2nc(-c3ccccn3)no2)c(Br)c1	9	15	0	11	5	-4	17	4	14
O=C(CN1CC(=O)Oc2ccccc21)OCC(=O)c1ccccc1	-3	9	4	1	-4	·	0	2	11
COCCn1c(NCc2ccccc2)nc2c1c(=O)[nH]c(=O)n2C	-5	10	2	6	1	9	-6	4	-2
O=c1oc2ccccc2c(O)c1/C=N/c1ncccn1	0	0	2	6	-7	-6	-1	-2	1
COc1cc(OC)c(OC)cc1CNC1CCCCCC1	6	18	8	3	-2	6	-3	-2	5
Cc1cc(NC(=O)C2=C(O)c3ccccc3S(=O)(=O)N2C)no1	21	-7	8	3	0	1	-1	4	4
CN(C)S(=O)(=O)c1ccc(C(=O)Nc2ccccc2OC(F)(F)C(F)F)cc1	16	3	-18	18	8	-4	8	-4	40
Cn1nc(C(=O)NCc2ccccn2)c2ccccc2c1=O	10	-5	3	-1	-2	0	-5	1	8
C=C(Br)Cn1c(CC(C)C)nc2ccccc21	10	2	1	9	2	6	-4	3	2
COc1ccccc1CNC(=O)CCS(=O)(=O)c1cccs1	13	-5	1	7	3	-6	15	1	10
CCc1ccccc1-n1c(SCC(=O)NC)nnc1-c1cccnc1	14	-5	6	3	-5	-2	-31	2	2
NC(=O)CSc1nc(O)cc(=O)n1-c1ccccc1	-8	2	3	0	0	2	-38	1	-9
CCOc1ccccc1N1C(=O)CC(Sc2ncccc2C(=O)O)C1=O (centres undefined)	9	14	-5	3	-2	-3	-17	1	4
CCn1c(SCC(=O)c2ccc(O)c(O)c2)nnc1-c1ccccc1OC	-5	10	-1	-2	5	3	-18	10	-14
COc1ccc(CCn2c(-c3ccco3)nc3nc4ccccc4nc32)cc1	0	15	8	10	3	-18	-3	1	3
O=C(O)C1CCN(C(=O)COc2ccc3c4c(c(=O)oc3c2)CCC4)CC1	2	0	-2	3	1	0	-2	1	-4
Cc1noc(C)c1S(=O)(=O)N1CCCC(C(=O)NCC2CCCO2)C1 (centres undefined)	-11	-5	6	-2	-6	11	-9	3	-8
CCC(OC(=O)C(NC(=O)c1ccccc1)c1ccccc1)C(=O)Nc1cc(C)on1 (centres undefined)	12	-1	-30	6	-1	·	16	·	12
COc1cc(C(=O)N2CCN(c3cccc(C)c3C)CC2)cc(OC)c1OC	4	8	3	2	4	12	9	1	9
CCCOc1ccc(C2C(C(=O)c3ccc(C)o3)=C(O)C(=O)N2CCCn2ccnc2)cc1 (centres undefined)	14	-24	3	10	4	-19	22	2	12
COc1cc2c(cc1NC(=O)CC1SC(N3CCCC3)=NC1=O)oc1ccccc12 (centres undefined)	2	0	17	0	1	4	-10	1	-3
Cc1ccc(C)n1CCN1CCN(C(=O)c2ccco2)CC1	14	-7	3	5	1	-5	12	1	7
C=CCSc1nc2c(c(=N)n1CC=C)C1CCCC1S2 (centres undefined)	1	4	-18	2	2	-1	3	-4	-4
CCOC(=O)C1=C(C)Nc2nc(C)nn2C1c1ccc(OC)c(OC)c1 (centres undefined)	2	-2	8	5	-1	·	-27	2	-11
Oc1ccc2ccccc2c1C=NCc1cn2ccsc2n1	3	0	10	3	-1	-3	0	2	11
CC(C)CCNC(=O)C(c1ccco1)N(Cc1ccccc1)C(=O)c1snc(C(N)=O)c1N (centres undefined)	-6	9	1	-2	-2	6	-5	1	10
Cc1ccc(-c2cc(C(=O)NCc3ccco3)c3ccccc3n2)o1	14	-3	1	2	1	-2	-6	2	4
Cc1cc2c(cc1C)NC(CC(=O)NCc1ccccc1)C(=O)N2 (centres undefined)	7	8	1	3	6	-4	30	7	-3
Cc1cc(C)c(NC(=O)CCCN2CCN(C)CC2)c(C)c1	4	8	13	3	3	27	11	5	13
Cc1ccc(C)c(NS(=O)(=O)c2c(C)ccc3nsnc23)c1	-6	4	6	1	2	31	4	7	8
Cc1ccc(C(=O)Nc2nc3ccccc3n2CCN2CCCC2)cc1	8	-3	-19	6	2	2	-1	-6	-2
CC(C)CC(NC(=O)COc1ccccc1)C(=O)O (centres undefined)	4	5	10	-14	1	11	-4	3	9
Cc1csc(=O)n1CCC(=O)O	10	-5	1	4	3	-2	12	3	13
O=C(CSCC(=O)N1CCCCC1)OCC(=O)c1c[nH]c2ccccc12	-4	-1	-14	41	4	·	42	-1	51
O=C(CCN1C(=O)C2CC=C(Cl)CC2C1=O)NCc1ccco1 (centres undefined)	-3	5	3	4	-3	0	-35	2	-8
Cn1c(N)c(C(=O)COC(=O)CCCc2c[nH]c3ccccc23)c(=O)n(C)c1=O	14	13	-1	5	6	1	-20	8	-4
O=C(CSc1nnc(-c2cccs2)n1-c1ccccc1)NCC1CCCO1 (centres undefined)	7	8	-2	13	-2	17	-4	-4	1
CCC(O)CNc1nc(SC)nc2sc3c(c12)CCN(C)C3 (centres undefined)	0	-7	-12	2	-4	-20	-29	-2	-8
COc1cccc(Nc2nc(N)nc(C(F)(F)F)n2)c1	6	7	-3	2	1	16	16	2	14
Cc1ccc2nc(-c3ccccn3)oc2c1	13	-3	-9	-1	-4	·	-4	4	7
CCc1cc(C(=O)COc2ccccc2F)c(O)cc1O	17	-2	1	6	4	-4	-24	-2	0
CCN(CC)S(=O)(=O)c1ccc(Nc2nc3ccccc3n3nnnc23)cc1	0	-4	3	1	-5	-2	-7	1	-5
COc1ccc(S(=O)(=O)NCCN2CCOCC2)c2ccccc12	13	7	14	6	6	·	-32	10	-3
COc1ccccc1OCCSc1nc2ccccc2c(=O)[nH]1	-10	10	2	3	-10	-1	4	0	-27
Cn1c(=O)c2c(nc(CN3CCN(c4ccccc4F)CC3)n2CCN2CCOCC2)n(C)c1=O	5	1	6	13	1	4	4	3	3
CCN(CC)CCn1c(SCC(=O)NCc2ccco2)nc2c(sc3ccccc32)c1=O	1	22	0	-5	1	23	4	8	8
CSCCC(NC(=O)c1cc(CC(C)C)oc1C)C(=O)O (centres undefined)	19	-26	-2	-21	-7	-12	-176	-7	-26
Cc1ccc(-c2cc(C(=O)Nc3c(C#N)cnn3C)no2)cc1	5	-11	1	2	-2	1	-25	2	-7
COc1cccc(C2CC(C(F)(F)F)n3ncc(C(=O)NCc4ccco4)c3N2)c1 (centres undefined)	13	-18	2	5	3	-2	-3	0	7
O=C(Cn1nc(C(F)(F)F)c2c1CCCC2)NC1CCCC1	8	15	6	-2	4	·	-30	·	-1
C=CCn1c(SCc2ccc(Cl)cc2)nc2c1c(=O)[nH]c(=O)n2C	11	19	11	-9	4	26	-15	1	8
CCCC(=O)c1cc(-c2nc3ccccc3n2C)n(C)c1	2	20	11	-2	7	12	-2	-1	1
Cc1ccc(C2CC(c3cccc(Cl)c3)n3nc(N)nc3N2)cc1 (centres undefined)	9	-15	3	7	-3	-8	-7	-3	-3
COc1ccc2[nH]c(=O)c(C(c3nnnn3C(C)(C)C)N(Cc3ccco3)CC3CCCO3)cc2c1 (centres undefined)	-4	1	1	5	1	-5	-4	0	-6
COc1ccc(Cl)cc1N1C(=O)[C@@H]2C(c3cccc(OC)c3OC)=NO[C@@H]2C1=O	13	-4	-4	3	1	-9	-2	0	7

Retrieved by structure from above:
SMILES	AP complement	CatS block	FXIIa inh mix	FXIa mix inh	CatB mixtures	CatL block	C1s block	CatB block	Cathepsin G inh
Cc1ccc(-c2cc(C(=O)Nc3c(C#N)cnn3C)no2)cc1	5	-11	1	2	-2	1	-25	2	-7
CCN(CC)CCn1c(SCC(=O)NCc2ccco2)nc2c(sc3ccccc32)c1=O	1	22	0	-5	1	23	4	8	8

Additional compounds follow.
SMILES	AP complement	CatS block	FXIIa inh mix	FXIa mix inh	CatB mixtures	CatL block	C1s block	CatB block	Cathepsin G inh
COc1ccc(-n2c(=O)[nH]cc(C(=O)Nc3ccc4c(c3)OCCO4)c2=O)cc1	18	2	-6	-3	2	-10	-4	3	10
CCOc1ccc(-n2cc(C(=O)N3CCC(C)CC3)c3cc(OC)c(OC)cc3c2=O)cc1	12	9	4	2	2	10	11	3	8
O=c1c2ccccc2n(Cc2ccc(F)cc2)c(=O)n1C1CCCC1	3	6	-11	-2	-3	15	-14	6	3
O=C(COc1ccc(N2CC(C(=O)O)CC2=O)cc1)Nc1cccc(C(F)(F)F)c1 (centres undefined)	8	1	6	3	4	3	56	3	11
CCc1nnc(NC(=O)CSc2nnc(-c3ccoc3C)n2-c2ccccc2)s1	7	-1	7	11	1	-5	-2	4	-3
CC(=O)Nc1nnc(SCC(=O)NC(C)(C)C)s1	7	3	-1	0	-3	·	12	2	10
Cn1c(SCc2ccccc2F)nc2cccnc21	-11	-8	15	-8	0	11	-26	3	-10
CC(=O)c1cccc(NC(=O)N[C@@H](CC(C)C)C(=O)O)c1	-4	-1	1	2	-3	24	1	4	9
C=CCn1c(=O)c2c(C)c(C)sc2n2c(Nc3ccccc3)nnc12	5	5	-16	2	5	21	13	1	12
CCOC(=O)C(C(=O)Nc1cccc(C)n1)C1CCCCC1 (centres undefined)	21	-7	5	9	3	-10	13	-1	10
CC(=O)c1c(N2CCN(C(=O)C3CCCO3)CC2)nc(=S)n(-c2ccccc2)c1C (centres undefined)	11	-2	1	6	7	-4	-6	-1	0
Cc1ccc(CNC(=O)c2ccccc2NC(=O)CSc2nnnn2C)cc1	0	7	-10	0	5	·	12	5	13
COc1cccc(-c2nn(C)c3sc(C(=O)NCc4ccccn4)cc23)c1	9	-3	-4	8	-1	-7	-14	-1	-2
O=C(NC1CCCC1)c1ccc(CS(=O)(=O)c2cccc(C(F)(F)F)c2)o1	-10	5	3	3	-7	5	-18	3	-2
COc1ccc(OCC(=O)Nc2ncc3c(n2)CC(C)(C)CC3=O)cc1	20	-1	-16	1	2	-6	7	1	11
CC(C)CC(=O)NC1(C(F)(F)F)C(=O)Nc2c1c(=O)n(C)c(=O)n2C (centres undefined)	12	-2	3	2	4	-3	10	2	12
CC(C)[C@H](NC(=O)NCc1ccc(Cl)cc1)C(=O)O	0	8	7	-2	-7	-2	0	0	9
c1cc(-c2nn[nH]n2)ccc1CN1CCCCC1	9	2	11	3	6	-3	14	-2	11
O=C1c2ccccc2C(=O)N1CNc1ccccc1	1	-7	2	-1	-10	-5	1	1	11
CCNS(=O)(=O)c1cc(Br)ccc1OC	8	-5	2	3	2	2	12	-2	9
O=S(=O)(c1ccc2c(c1)nc(COc1ccc(Cl)cc1)n2CC1CCCO1)N1CCOCC1 (centres undefined)	16	-15	9	-2	-2	2	-11	3	4

Compound activity (PubChem BioAssay)
